High-throughput results (PubChem)
GAA glycogen mod: GAA glycogen-cleavage inhibition or activation. Potency, µM (doses to about 76.4 µM), for the others: at the highest dose activity change, negative = inhibition, most hits filed as inhibitors. P10253. 0.38% of 300,000 active. recombinant GAA, glycogen substrate, Amplex Red glucose oxidase fluorescence; active = well fitted inhibition curve with a large enough effect; inconclusive = small, poorly fitted or top-dose-only effect, or another doubt; inactive = no such curve, though single readings can be large or run the other way;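 note: 0% = full enzyme reaction and -100% = no-enzyme basal signal; the screen sought inhibitors and activators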
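Natural-substrate format: glycogen cleavage by 4 nM human enzyme, glucose read by Amplex Red coupling (Ex 573, Em 610 nm). Normalized to enzyme and no-enzyme controls.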
Starred values were filed as active, the others as inactive; u = inconclusive; & = joins results of further samples; [ ] = remark or other dose. Potency is the fitted concentration of half-maximal effect.

SMILES	GAA glycogen mod
COC(=O)C(Cc1ccccc1)NC(=O)CCNC(=O)c1ccc(Br)cc1 (stereo not drawn)	1.2%
CCOc1ccc(NC(=S)N2CCN(S(C)(=O)=O)CC2)cc1	1.4%[76.3 µM]
Cc1ccc(NC(=O)c2c([N+](=O)[O-])cnn2C)cc1C	-2.8%[76.3 µM]
COc1ccc(N(Cc2ccc(N(C)C)cc2)C(=O)c2ccc(S(C)(=O)=O)cc2)cc1	1.1%
CCc1noc(C)c1C(=O)N(CCOC)c1c(N)n(CC(C)C)c(=O)[nH]c1=O	0.2%[76.3 µM]
Nc1nonc1-n1nnc(C(=O)N/N=C/c2cccc(Cl)c2Cl)c1CN1CCCC1	0.1%
CCn1c(SCC(=O)Nc2ccc3c(c2)OCO3)nnc1C(C)C	-3.3%
NC(=O)CCN1CCN(C(=O)c2ccc3nc(Cc4cccc(Cl)c4)oc3c2)CC1	2.1%[76.3 µM]
COc1cccc2cc(C(=O)NCc3ccc(C)cc3)c(=N)oc12	-7.8%[76.3 µM]
Cc1ccc(CNC(=O)CC(C)S(=O)(=O)c2cc3c(cc2C)NC(=O)CO3)cc1 (stereo not drawn)	11.3%&7.6%[76.3 µM]
O=C(c1ccc(Br)s1)N1CCc2ccccc2C1	2.7%[76.3 µM]
Cc1ccc(S(=O)(=O)NCC(C)NC(=O)CN2CCOCC2)cc1 (stereo not drawn)	-2.6%
O=C(CCN1C(=O)/C(=C/c2cccs2)SC1=S)Nc1ccc(C(=O)O)cc1	-2.0%[76.3 µM]
COc1cccc(-n2c(=O)c3c(C)c(C)sc3n(CC(=O)NCc3ccccc3)c2=O)c1	-1.8%[76.3 µM]
CCOC(=O)Cn1cc2c(c1-c1ccc(Cl)cc1)c(=O)n(C)c(=O)n2C	-9.8%[76.3 µM]
Cc1ccc(S(=O)(=O)c2cc3c(=O)n4ccccc4nc3n(C3CCCC3)c2=N)cc1	-8.8%
C=Cc1ccc(CN2CCCN(Cc3ccc(F)cc3)S2(=O)=O)cc1	-8.2%
Cc1ccc(CNC(=O)CS(=O)(=O)Cc2nc(-c3ccccc3F)oc2C)cc1	10.5%[76.3 µM]
COc1ccc(CNC(=O)c2ccc(CS(=O)Cc3cccc(Cl)c3)o2)cc1 (stereo not drawn)	0.9%[76.3 µM]
CN1CC(=O)N/C1=N\C(=O)Nc1ccc(O)cc1	u
COC(=O)c1ccc(CNCC(O)COc2ccc(-c3ccccc3)cc2)cc1 (stereo not drawn)	-4.9%
CCc1ccc2oc(C(=O)Nc3ccccc3OC)cc(=O)c2c1	14.1%[76.3 µM]
COc1ccc(-n2nc(C(=O)NCc3ccc(F)cc3)c3c4ccccc4n(C)c3c2=O)cc1	3.1%[76.3 µM]
CCCSc1nnc2c(n1)OC(c1cccs1)Nc1ccc(Br)cc1-2 (stereo not drawn)	5.8%[76.3 µM]
NC(=NC1CCCCC1)NS(=O)(=O)c1ccccc1	1.3%
The listing continues.
SMILES	GAA glycogen mod
O=C(NCc1ccc(Cl)cc1)c1ccc(NC(=O)N2CC3CCCN3c3ccccc32)cc1 (stereo not drawn)	u
Cc1ccc(C)c(CN2C(=O)c3ccccc3S(=O)(=O)c3ccc(C(=O)N4CCCCC4)cc32)c1	10.5%[76.3 µM]
CC1=C(C(=O)N2CCN(c3cccc(C(F)(F)F)c3)CC2)C2(CCCCC2)OC1=O	-8.8%[76.3 µM]
COc1ccccc1NC(=O)Cc1ccsc1	2.7%[76.3 µM]
COc1ccc(-c2c(-c3ccccc3OC)sc3ccccc23)cc1OC	-16.5%[76.3 µM]
Cc1nc2ccccn2c1C(=O)N/N=C/c1ccc(F)cc1	-0.5%[76.3 µM]
NC(=O)c1ccc(-n2nnnc2SCC(=O)Nc2ccc(F)cc2)cc1	7.4%
CC1(C)CC(=O)c2cc(-c3nc(-c4ccc(Cl)cc4)cs3)c(=O)[nH]c2C1	7.5%[76.3 µM]
COc1ccc(C(=O)c2cn(Cc3cccc(C)c3)c3cc4c(cc3c2=O)OCO4)cc1	-13.6%[76.3 µM]
Cc1ccc2c(CC(=O)Nc3c(C(=O)Nc4cccc(Cl)c4)oc4ccccc34)coc2c1C	12.2%[76.3 µM]
CN(C(=O)c1ccc2nc(N)sc2c1)c1ccccc1	1.1%[76.3 µM]
O=C(CCNC(=O)c1ccc(Br)cc1)NCC1COc2ccccc2O1 (stereo not drawn)	-10.1%[76.3 µM]
COc1cccc(N2C(=O)CN(Cc3ccccc3)C2=S)c1	4.0%
C/C(CC(=O)Nc1ccc([N+](=O)[O-])cc1)=N\NC(=O)c1ccccc1O	u
CCC1CCCCN1C(=O)CSc1nc2c(c(=O)n1C)SC(C)C2 (stereo not drawn)	-2.5%[76.3 µM]
Cc1c(C(=O)N(Cc2nccn2C)C(C)C)oc2c(F)cccc12	4.2%[76.3 µM]
O=C(c1ccc2c(c1)N(Cc1ccc(Cl)cc1)C(=O)c1ccccc1S2=O)N1CCC(Cc2ccccc2)CC1 (stereo not drawn)	6.9%[76.3 µM]
O=C(O)c1cccc(N2C(=O)c3cccc4cccc(c34)C2=O)c1	-10.8%[76.3 µM]
Cc1cc(NS(=O)(=O)c2ccc(NC(=O)COc3ccccc3Br)cc2)no1	1.3%[76.3 µM]
Cc1cc(C)cc(NC(c2nnc(-c3cccc(F)c3)o2)c2ccc(F)cc2Cl)c1 (stereo not drawn)	3.5%[76.3 µM]
CCN(CC(=O)NCc1ccc(F)cc1)C(=O)c1ccc(Cl)cc1	2.7%
CC(C)(C)NC(=O)C1c2ccccc2Oc2ccccc21	1.5%[76.3 µM]
N#Cc1ccccc1S(=O)(=O)N1CCN(C(=O)C2CCCC2)CC1	0.6%
CCOC(=O)c1c(N)n(-c2ccc(Cl)c(Cl)c2)c2nc3ccccc3nc12	9.8%[76.3 µM]
COc1ccc(N2C(=O)C(CC(=O)Nc3ccccc3)N(CCC3=CCCCC3)C2=O)cc1 (stereo not drawn)	6.3%[76.3 µM]

In another format: entries from further up
C/C(CC(=O)Nc1ccc([N+](=O)[O-])cc1)=N\NC(=O)c1ccccc1O
  GAA glycogen mod: u
CCC1CCCCN1C(=O)CSc1nc2c(c(=O)n1C)SC(C)C2 (stereo not drawn)
  GAA glycogen mod: -2.5%[76.3 µM]
Cc1c(C(=O)N(Cc2nccn2C)C(C)C)oc2c(F)cccc12
  GAA glycogen mod: 4.2%[76.3 µM]
O=C(c1ccc2c(c1)N(Cc1ccc(Cl)cc1)C(=O)c1ccccc1S2=O)N1CCC(Cc2ccccc2)CC1 (stereo not drawn)
  GAA glycogen mod: 6.9%[76.3 µM]

Next entries follow.
SMILES	GAA glycogen mod
CCOc1ccc(NC(=O)NNC(=O)c2cccnc2)cc1	-4.8%[76.3 µM]
COc1cc(/C=C/C(=O)NC(C)C2CC3CCC2C3)cc(OC)c1OC (stereo not drawn)	3.3%
NNC(=O)c1cccn(Cc2ccc(Cl)cc2Cl)c1=O	2.3%
CCCn1c(N)c(N(CCOC)C(=O)c2cc(S(=O)(=O)N3CCCCCC3)ccc2OC)c(=O)[nH]c1=O	-0.5%[76.3 µM]
Cc1ccccc1C(=O)N(Cc1ccc(N(C)C)cc1)Cc1ccco1	-25.6%[76.3 µM]
COC(=O)c1sccc1NC(=O)c1ccc(C(C)C)cc1	-13.0%[76.3 µM]
Cc1nc2ccc([N+](=O)[O-])cc2c(=O)n1Cc1ccc(F)cc1	1.9%[76.3 µM]
CCCCn1cc2c(c1-c1ccccc1Br)c(=O)n(C)c(=O)n2C	10.4%[76.3 µM]
CCN(CC)C(=O)Cn1cc(SCC(=O)Nc2cccc(F)c2)c2ccccc21	-1.5%[76.3 µM]
Cc1ccc(-c2nc(-c3cc4cccc(OCc5ccccc5F)c4oc3=O)no2)cc1	-4.4%[76.3 µM]
CCN(CC)CCCN(C(=O)c1ccc(Br)cc1)c1nc(-c2ccc(OC)cc2)cs1	-1.8%[76.3 µM]
O=C(N/C(=C/c1ccco1)C(=O)N1CCOCC1)c1ccccc1Br	-9.8%[76.3 µM]
O=C(C[n+]1ccccc1)N/N=C/c1cc(Br)cc(Br)c1O	-2.0%
CC(C)(C)n1cnc2cc(NC(=O)c3ccccc3)ccc21	-0.8%[76.3 µM]
Cn1nnnc1SCCNCc1ccc(OCc2ccccc2)cc1	11.8%[76.3 µM]
CCN(CC)c1cc(C)c2cc(NC(=O)/C=C/c3ccccc3Cl)ccc2n1	7.3%[76.3 µM]
COc1ccccc1C(=O)Nc1c(C(=O)N(C)Cc2ccccc2)sc2nc(C)c(Cl)c(C)c12	-19.2%[76.3 µM]
COc1ccc(CNC(=O)COCc2cc(-c3cccs3)on2)cc1	11.0%[76.3 µM]
Oc1c(Br)cc(Br)cc1C=Nc1cccnc1	-0.9%
O=C(O)c1cc(-c2ccc(/C=c3\sc4nc5ccc(Br)cc5n4c3=O)o2)ccc1Cl	12.0%[76.3 µM]
COc1ccc(CCNC(=O)CCCn2c(=O)c3ccccc3n(CC(=O)Nc3cc(Cl)ccc3C)c2=O)cc1OC	7.1%[76.3 µM]
CC(C)NC(=O)Cn1c(SCC(=O)NC2CCCC2)nc2ccccc21	6.6%
COc1cc(C(=O)Oc2cc(N)n(S(=O)(=O)c3ccc(F)cc3)n2)cc(OC)c1OC	-4.1%
Cc1oc2c(c(C)cc3oc(=O)c(CC(=O)NCC(=O)NCC(=O)O)c(C)c32)c1C	-4.2%
Cn1c(CC(=O)Nc2ccccc2F)nnc1SCC(=O)NC1CCCC1	-10.1%
The list continues:
SMILES	GAA glycogen mod
COc1ccc(C(=O)Nc2ccc(NC(=O)c3ccccc3F)cn2)cc1	-2.9%[76.3 µM]
COc1ccc(OCc2nnc(SCC(=O)Nc3nnc(C4CC4)s3)n2C)cc1	10.0%[76.3 µM]
COc1ccc(CNC(=O)CN2C(=O)COc3ccc(S(=O)(=O)N4CCCCC4)cc32)cc1	-1.4%&-7.4%[76.3 µM]
Cc1csc(NC(=O)C2CC(=O)N(c3ccc(C)c(C)c3)C2)n1 (stereo not drawn)	-3.2%
Cc1ccc(CNC(=O)CSCc2nc(-c3ccc(Cl)cc3)oc2C)cc1	14.8%[76.3 µM]
O=C(CS(=O)(=O)c1ccccc1Cl)N1CCOCC1	0.6%[76.3 µM]
NS(=O)(=O)c1ccc(NC(=O)c2cccc(N3C(=O)c4ccccc4C3=O)c2)cc1	-2.9%
CCOc1ccc(CNC(=O)c2cc(-c3ccc(Cl)s3)nc3ccccc23)cc1	-2.6%[76.3 µM]
Cc1ccccc1Cn1c(COc2ccc(Cl)cc2)nc2ccccc21	-3.5%[76.3 µM]
Cc1cc(NC(=O)CSc2nc(=O)cc(N)n2-c2ccc(C)c(C)c2)no1	1.3%[76.3 µM]
Cc1cc(NC(=O)c2ccccc2C)no1	-8.3%[76.3 µM]
CN1CCCC(OC(=O)c2cc(F)c(F)c(F)c2F)C1 (stereo not drawn)	1.5%
Cc1ccc(CNC(=O)Cn2cc(S(=O)(=O)Cc3ccccc3Cl)c3ccccc32)cc1	7.4%[76.3 µM]
O=C(NC(=S)Nc1ncccn1)c1ccccc1Br	6.6%[76.3 µM]
CNC(=S)N1N=C(c2cccs2)CC1c1ccc(F)cc1 (stereo not drawn)	-3.5%
Cc1ccc2c(c1)N(CC(=O)NCCCN1CCCCC1C)C(=O)c1cccnc1O2 (stereo not drawn)	-8.2%[76.3 µM]
CC(=O)c1c(C)[nH]c(C(=O)CN2C(=O)NC(C)(c3ccc4c(c3)OCO4)C2=O)c1C (stereo not drawn)	-1.5%[76.3 µM]
Cc1cc(N2CCOCC2)nc2ccc(NC(=O)CCC(=O)N3CCN(c4ccccc4F)CC3)cc12	10.9%
CCN(CC)S(=O)(=O)c1ccc2c(c1)c(=O)c(C(=O)N1CCN(c3cc(C)ccc3C)CC1)cn2C	15.7%[76.3 µM]
CN(C)C(CNC(=O)c1ccc(Br)cc1)c1ccco1 (stereo not drawn)	-3.6%
CC(=O)O[C@H]1[C@H](C)OC=C[C@@H]1OC(C)=O	3.3%[76.3 µM]
COc1ccc(-c2cn(CCCOCc3ccccc3)nn2)cc1	-3.8%[76.3 µM]
CCc1ccccc1NC(=O)Nc1nnc(N2CCCC2)s1	4.1%[76.3 µM]
CCCOc1ccc(CNC(=O)C2CCN(c3nn4c(=O)cc(C)nc4s3)CC2)cc1	-11.7%[76.3 µM]
COCCn1c(CCC(=O)Nc2ccc(C)c(Cl)c2)nc2cccnc21	4.3%[76.3 µM]

Individual results from the entries so far.
In GAA glycogen mod, CCc1ccccc1NC(=O)Nc1nnc(N2CCCC2)s1 shows 4.1%[76.3 µM]
In GAA glycogen mod, Cc1c(C(=O)N(Cc2nccn2C)C(C)C)oc2c(F)cccc12 shows 4.2%[76.3 µM]

Next part
SMILES	GAA glycogen mod
O=C(NCCCc1ccncc1)C1CCC(=O)N(CCc2cccc(F)c2)C1 (stereo not drawn)	-5.0%[76.3 µM]
Cc1c(CC(=O)O)c(=O)oc2c(C)c3occ(-c4ccccc4)c3cc12	1.0%
O=C(Nc1ccc(F)cc1)N1CCN(C(=O)C2CCCO2)CC1 (stereo not drawn)	-4.1%[76.3 µM]
Cc1c(NC(=O)c2cccs2)cccc1-c1nc2cc(Cl)ccc2o1	10.0%[76.3 µM]
COc1ccc(CCNC(=O)Cn2c(=O)n(-c3ccc(OC)c(OC)c3)c(=O)c3ccccc32)cc1OC	10.3%[76.3 µM]
O=C(c1ccc2c(c1)CCN2S(=O)(=O)c1ccccc1)N1CCN(c2cccc(Cl)c2)CC1	7.0%[76.3 µM]
COc1cc(OC)c(NC(=O)CNC(=O)Cn2ccc3ccccc3c2=O)cc1Cl	0.3%[76.3 µM]
CCN(CC)CCN(Cc1cc2cc3c(cc2[nH]c1=O)OCO3)C(=S)NC	3.5%[76.3 µM]
C[C@H](NC(=O)[C@H]1N2C(=O)c3ccccc3C2SC1(C)C)C(=O)N1CCC[C@H]1C(=O)O (stereo partly drawn)	-0.5%[76.3 µM]

Only part of the results is shown; count on the stated rates, not on these rows.
